Bioassay records deposited in PubChem by The Scripps Research Institute Molecular Screening Center.
OX1R antag-1: human HCRTR1 antagonism. O43613. CHO/OX1R cells, Fluo-8 calcium fluorescence, orexin A. inhibition, % at 5 µM. 330,000 compounds, 0.43% hits. AID 434989;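 active means inhibition above its plate's threshold, mean inhibition of all tested compounds on the plate plus 3 SD, cut at about 37% in these data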;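 further: 0% = orexin A challenge wells and 100% = SB-334867-A antagonist wells; not every result past the cut was called active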
Target sequence (O43613 whole entry, looked up): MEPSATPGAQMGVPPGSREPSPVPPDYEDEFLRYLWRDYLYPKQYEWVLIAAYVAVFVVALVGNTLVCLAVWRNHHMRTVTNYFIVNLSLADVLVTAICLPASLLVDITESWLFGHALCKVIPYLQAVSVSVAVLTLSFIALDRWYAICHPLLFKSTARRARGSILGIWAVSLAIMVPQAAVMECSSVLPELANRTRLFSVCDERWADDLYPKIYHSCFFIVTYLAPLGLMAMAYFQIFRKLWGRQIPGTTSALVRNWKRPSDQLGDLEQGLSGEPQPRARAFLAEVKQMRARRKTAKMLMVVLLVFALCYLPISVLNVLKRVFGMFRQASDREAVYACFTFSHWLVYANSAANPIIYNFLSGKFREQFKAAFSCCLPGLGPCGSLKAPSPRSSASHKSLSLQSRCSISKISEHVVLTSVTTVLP
OX1R antag-2: antagonists of human orexin 1 receptor (OX1R) | inhibition, % at 6.6 µM | AID 485270 | OX1R-expressing cells, FRET antagonist read-out | 330,000 compounds, 1.8% hits | O43613; in the data active means inhibition mostly above about 38%, no sharp cut-off; inactive means mostly below about 40%;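 further: 0% = agonist challenge alone and 100% = reference antagonist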
* hit, by the source's call.

Every second line gives: OX1R antag-1, OX1R antag-2
1: Cc1cc(C)n2[nH]c(=O)c(N=Nc3cccc(Cl)c3)c2n1
  -25, 55
2: Cc1cc(C)n(-c2nc(NCCCN(C)C)c3c4c(sc3n2)COC(C)(C)C4)n1
  -6, 3
3: CSc1ccc(C#N)cc1NC(=O)c1ccc(Cl)cc1
  -31, 34
4: O=C(N/N=C/c1cccs1)c1n[nH]c2c1CCCC2
  4, 20
5: CCOC(=O)[C@H]1[C@H]2COc3ccc(Cl)cc3[C@@H]2N2C(=O)c3cc(C)ccc3NC(=O)[C@@]12C
  -23, 7
6: CCCCOc1ccc(Nc2nc(C)cc(C)c2C#N)cc1
  -34, 8
7: O=C(Cn1cnc2c(OCc3ccccc3)ncnc21)N1CCN(c2ccccn2)CC1
  -11, 2
8: NS(=O)(=O)c1ccc(NCC2COc3ccccc3O2)c([N+](=O)[O-])c1 (configuration not stated)
  2, 19
9: COc1ccc(S(N)(=O)=O)cc1C(=O)OCCCOc1ccc(F)cc1
  -14, 3
10: Cc1ccc(-c2cnc3ccccc3n2)cc1C
  -18, 10

Profiles, looked up by structure. Order of screens: OX1R antag-1, OX1R antag-2
`O=C(Cn1cnc2c(OCc3ccccc3)ncnc21)N1CCN(c2ccccn2)CC1` as listed: -11, 2
`CCOC(=O)[C@H]1[C@H]2COc3ccc(Cl)cc3[C@@H]2N2C(=O)c3cc(C)ccc3NC(=O)[C@@]12C` as listed: -23, 7
`CCCCOc1ccc(Nc2nc(C)cc(C)c2C#N)cc1` as listed: -34, 8
`CSc1ccc(C#N)cc1NC(=O)c1ccc(Cl)cc1` as listed: -31, 34
`Cc1ccc(-c2cnc3ccccc3n2)cc1C` as listed: -18, 10

3 of the entries above in order of their number in OX1R antag-2, lowest first:
| nr | Molecule | OX1R antag-1 | OX1R antag-2 |
| --- | --- | --- | --- |
| 2 | Cc1cc(C)n(-c2nc(NCCCN(C)C)c3c4c(sc3n2)COC(C)(C)C4)n1 | -6 | 3 |
| 4 | O=C(N/N=C/c1cccs1)c1n[nH]c2c1CCCC2 | 4 | 20 |
| 3 | CSc1ccc(C#N)cc1NC(=O)c1ccc(Cl)cc1 | -31 | 34 |

Additional results
Every second line gives: OX1R antag-1, OX1R antag-2
11: CCOC(=O)CSC1=C(C#N)C(=O)NC(c2ccc(OC)c(OC)c2)S1 (configuration not stated)
  -20, 24
12: O=C(Nc1ccccc1Cl)c1ccc2c(=O)n3c(nc2c1)CCC3
  -12, 5
13: Cc1cccn2c(=O)c3cc(S(=O)(=O)c4ccc(F)cc4)c(=N)n(Cc4ccco4)c3nc12
  -28, 23
14: CN(C)S(=O)(=O)c1ccc(C(=O)Nc2nnc(-c3ccco3)o2)cc1
  -8, 5
15: CC(C)=CCCC1=CCC(/C=N/NC(N)=O)C(C)C1 (configuration not stated)
  7, -1
16: CCCc1ccc(NS(=O)(=O)c2c(C)oc(C)c2C(=O)OC)cc1
  -23, 16
17: COc1cc(C2C(C(=O)C(C)(C)C)=C(O)C(=O)N2Cc2ccccc2)ccc1O (configuration not stated)
  8, 22
18: CSc1nc2c(c(=O)[nH]c(=O)n2C)n1Cc1ccccc1Cl
  -22, 3
19: CC(=O)c1ccccc1OCCOc1ncnc2sccc12
  -21, 27
20: Cc1cc(C(=O)Nc2ncn[nH]2)ccc1[N+](=O)[O-]
  -11, 15

The listing continues.
Every second line gives: OX1R antag-1, OX1R antag-2
21: COC(=O)c1cc(NC(=O)c2c(-c3c(Cl)cccc3Cl)noc2C)ccc1N1CCOCC1
  -16, 5
22: Cc1ccc(S(=O)(=O)N2CCN(C(=O)CN3CCOCC3)C2c2ccccc2)cc1 (configuration not stated)
  -8, 6
23: Cc1ccc(C2=NC(C(F)(F)F)(C(F)(F)F)c3c(n(-c4ccc(F)cc4)c(=O)[nH]c3=O)N2)cc1
  -15, 18
24: O=C(COc1ccccc1)OCC(=O)c1ccc(O)cc1O
  31, 9
25: COc1ccc2c(c1OC)C(=O)N1c3cccc(Cl)c3C(=O)OC21 (configuration not stated)
  -9, 6
26: CCCCC(NC(=O)COc1cc2c(c3oc(=O)cc(C)c13)CCC(C)(C)O2)C(=O)O (configuration not stated)
  -4, -7
27: COC(=O)CCC(=O)NC(=S)Nc1ccc(S(=O)(=O)N2CCCC2)cc1
  -11, 15
28: Cc1ccccc1OCC(=O)OCC(=O)c1ccc(OC(=O)c2ccccc2)cc1
  -4, 5
29: COc1ccc(NC(=O)N/C=C/c2ccc(Cl)cc2)cc1
  -13, 31
30: CCSc1nnc2c(n1)OC=Nc1ccc(Br)cc1-2
  -17, 23

(cont.)
Every second line gives: OX1R antag-1, OX1R antag-2
31: Cc1ccc(CNC(=O)c2cc3c(s2)CS(=O)(=O)C3)cc1
  -22, 0
32: O=C(NNC(=O)c1cccs1)c1ccc(Br)cc1
  5, 7
33: Cc1ccc(-c2nc(C3CCN(S(=O)(=O)c4ccc(C(C)(C)C)cc4)CC3)no2)cc1
  -11, 7
34: COc1cccc(-c2cc(C(=O)O)[nH]n2)c1
  -6, 20
35: O=C1C2C(C(=O)N1/N=C/c1ccco1)C1C=CC2C12CC2 (configuration not stated)
  6, 1
36: O=C(CN(C(=O)CNC(=O)c1ccco1)c1ccc2c(c1)OCCO2)NC1CCCC1
  -9, 19
37: O=C(CNC(=S)N(CCCN1CCOCC1)Cc1cccs1)N1CCOCC1
  -11, 11
38: CN(C)CCCNCCCNC(=O)c1ccccn1
  -6, 7
39: O=C(CCSc1ccc(Cl)cc1)N1CCN(c2ccc(O)cc2)CC1
  -6, 26
40: Cc1onc(C(=O)NN)c1C(=O)Nc1ncc(C(F)(F)F)cc1Cl
  -35, -9

Continued.
Every second line gives: OX1R antag-1, OX1R antag-2
41: Cc1nc(C)c(CCNC(=O)c2ccc(C(F)(F)F)cc2)s1
  -22, 15
42: Cc1ccc2c(c1)nnn2C1CCN(S(C)(=O)=O)CC1
  -13, 18
43: CCCn1c(-c2cccc([N+](=O)[O-])c2)nc2c1c(=O)[nH]c(=O)n2Cc1ccccc1
  -37, 5
44: COc1ccc(C(C)=O)cc1COC(=O)c1cc(C)nc2ccccc12
  -50, 27
45: CN1CCN(C(=O)c2cnn(-c3ccccc3)c2NC(=O)c2cccs2)CC1
  2, 7
46: O=C(NCC1CCCO1)c1cc2n(n1)C(C(F)(F)F)CC(c1ccc(Br)cc1)N2 (configuration not stated)
  -24, 11
47: COc1ccccc1OCCNC(=O)C1CC(=O)N(c2cccc(SC)c2)C1 (configuration not stated)
  -34, 17
48: COc1cc(C2C(Oc3ccccc3C)C(=O)N2Cc2ccc(F)cc2)cc(OC)c1OC (configuration not stated)
  -21, 39
49: Cc1csc(NC(=O)c2ccc(S(=O)(=O)N3CCN(C)CC3)cc2)n1
  -22, 8
50: O=C(COc1ccc2ccccc2c1)Nc1ccc(S(=O)(=O)N2CCCCCC2)cc1
  -1, 24

Additional results follow.
Every second line gives: OX1R antag-1, OX1R antag-2
51: O=[N+]([O-])c1ccccc1S(=O)(=O)N1CCN(Cc2ccccc2)CC1
  -8, 8
52: O=C(Nc1ccc(Cl)c(Cl)c1)Nc1ccc(Br)cc1F
  32, 50
53: Cc1ccc(C)c(N2CCN(S(=O)(=O)c3c(C)noc3/C=C/N(C)C)CC2)c1
  -4, 3
54: COc1ccc(N(C)C(=O)c2ccc3c(c2)nnn3C)cc1
  -10, 19
55: CCN(CC)CCN(C(=O)C1=COCCO1)c1nc2c(OC)ccc(OC)c2s1
  -27, 33
56: O=C(Nc1ccc(F)cc1)N1CCCN(c2nccc(C(F)(F)F)n2)CC1
  -16, 7
57: Cc1[nH]c2ccccc2c1/C=C/c1nc2ccccc2c(=O)n1-c1cccc([N+](=O)[O-])c1
  -17, 9
58: CCCC(=O)Nc1cnc(NC(=O)c2cccc(F)c2)cc1C
  -16, 10
59: c1ccc(-n2c(Cc3cn4ccsc4n3)nnc2N2CCOCC2)cc1
  2, 8
60: Cc1csc(SCc2nc3scc(-c4ccccc4)c3c(=O)[nH]2)n1
  -15, 19

Values by screen from the entries so far.
OX1R antag-1, nos. 20–25, in order: -11, -16, -8, -15, 31, -9

Following part
Every second line gives: OX1R antag-1, OX1R antag-2
61: CCOC(=O)N1CCN(C(=O)CS(=O)(=O)c2cn(Cc3cccc(F)c3)c3ccccc23)CC1
  8, 40
62: O=C(CCNC(=O)c1ccccc1Cl)Nc1cccc(S(=O)(=O)N2CCCC2)c1
  -8, 3
63: O=C(Nc1ccccc1)Nc1nnc(SCc2ccc(Cl)cc2)s1
  -21, 9
64: CCCCN(CC)S(=O)(=O)c1ccc(C(=O)Nc2nnc(-c3cccs3)o2)cc1
  -8, 40
65: Cc1cc([N+](=O)[O-])ccc1NC(=O)CCC(=O)N1CCCCC1
  -13, 50
66: O=C(NCCc1ccccc1)C(=O)N/N=C/c1ccc2c(c1)OCO2
  -14, 4
67: Cc1ccn2c(NC(=O)C(C)(C)Oc3ccc(Cl)cc3)c(-c3cccs3)nc2c1
  -38, 33
68: Cc1ccc(C(CC(=O)N2CCNCC2)c2ccccc2)c(O)c1C (configuration not stated)
  34, 2
69: Cc1ccc2[nH]c(C(=O)N3CCCC(Nc4ccc(F)cc4)C3)cc2c1 (configuration not stated)
  -7, -5
70: CCN(CC)c1ccc(NC(=S)NC(=O)C2CCC2)cc1
  -14, 8

(listing goes on)
Every second line gives: OX1R antag-1, OX1R antag-2
71: COc1ccc(C2=NO[C@@H]3C(=O)N(c4c(C)cccc4C)C(=O)[C@H]23)cc1OC
  -12, 8
72: COc1ccc(-n2c(N)c(-c3nc4ccccc4n3C)sc2=S)cc1
  -9, 30
73: O=[N+]([O-])c1ccc(-c2nn(-c3ccccc3)cc2/C=N/n2c(-c3cccs3)n[nH]c2=S)cc1
  -7, 3
74: Cc1cc(C)c(C#N)c(SCC(=O)c2cccs2)n1
  3, 25
75: N#CC1=C(N)C(C#N)(C#N)C(c2cccnc2)C2CN(C(=O)OCc3ccccc3)CC=C12 (configuration not stated)
  -17, 26
76: [O-][n+]1c2ccccc2c2n1CCN1CCOC21c1ccc(Cl)cc1 (configuration not stated)
  -25, 2
77: CCC(C)NC(=O)c1ccc(CSCc2ccc(Cl)cc2)o1 (configuration not stated)
  -12, 17
78: CCc1nn(-c2ccccc2)c(=S)c2ccccc12
  -18, 15
79: CCCn1c(=O)c(C(=O)NCC2CCCO2)c(O)c2ccccc21 (configuration not stated)
  -18, 6
80: CC(C)Cc1nnc(NS(=O)(=O)Cc2ccccc2)s1
  14, 1

An excerpt from above in order of formula weight, descending.
Every second line gives: OX1R antag-1, OX1R antag-2
76: [O-][n+]1c2ccccc2c2n1CCN1CCOC21c1ccc(Cl)cc1 (configuration not stated)
  -25, 2
77: CCC(C)NC(=O)c1ccc(CSCc2ccc(Cl)cc2)o1 (configuration not stated)
  -12, 17
78: CCc1nn(-c2ccccc2)c(=S)c2ccccc12
  -18, 15

Next results
Every second line gives: OX1R antag-1, OX1R antag-2
81: C=C(C)CSc1nc(N)c2c(C)c(C)sc2n1
  -15, 4
82: CCC1CCCCN1C(=O)c1ccc2nc(Cc3ccc(OC)cc3)oc2c1 (configuration not stated)
  -29, 3
83: CCOc1cc(N2CCOCC2)c(OCC)cc1NC(=O)CN1C(=O)NC(Cc2ccccc2)C1=O (configuration not stated)
  -39, 21
84: Cc1cccc(NS(=O)(=O)c2nnc(NC(=O)c3ccc(Cl)cc3)s2)c1
  11, 59*
85: CSCCC(NC(=O)c1ccccc1)C(=O)N(C)CC(=O)Nc1ccc(N2CCOCC2)cc1 (configuration not stated)
  -16, 16
86: Cc1cccc(NC(=O)CNC(=O)CCc2nc3sc4c(c3c(=O)[nH]2)CCCC4)c1C
  -12, 32
87: COC(=O)[C@]1(C)N[C@H](CN(C)C(=O)NC(C)C)[C@@H]2C(=O)N(C)C(=O)[C@@H]21
  -2, -4
88: Cc1cc(C)cc(N(CC(=O)NC2CCCC2)C(=O)CCC(=O)Nc2cc(C)on2)c1
  -25, 23
89: O=C(CSc1ccc(F)cc1)NC12CC3CC(CC(C3)C1)C2
  -8, 13
90: CN1C2CCC1CC(NC(=O)c1cc(S(=O)(=O)N(C)C)c(Cl)cc1Cl)C2 (configuration not stated)
  -22, 3
91: C=CCc1c(C)nc(SCC(N)=O)[nH]c1=O
  -2, 2
92: CCCSc1nc(=S)n(Cc2ccccc2)c(C)c1C(C)=O
  -24, 14
